Compound activity deposited in PubChem BioAssay by several laboratories.
TRPM1 prom inh – inhibitors of MITF-dependent TRPM1 promoter reporter, primary screen, cell-based, SK-MEL-5, single point, luciferase. SK-MEL-5 TRPM1 promoter luciferase, 24 h. inhibition, % at 12.5 µM. 330,000 compounds, 0.83% hits;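 active = mean inhibition across replicates of 60% or more, whatever share of single replicates reaches that level; inconclusive = some that reach 60%, reason not given; inactive = mean inhibition across replicates below 60%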; also: values of inactives mirror those of a sister screen read the other way
TROY signal inh – inhibitors of TROY-driven NF-kB signaling, primary screen, Q293 LMP1-TROYcd cells, NF-kB luciferase, uHTS. inhibition, % at 10 µM. Q293 LMP1-TROYcd NF-kB luciferase reporter, 4 h. AID 1347056, 2019. 360,000 compounds, 0.98% hits;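 active = compounds whose plate-normalised and pattern-corrected inhibition of the luciferase reporter signal at the single screening dose is 50% or more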
TWEAK-Fn14 inh – inhibitors of TWEAK-Fn14 signaling, primary screen, luciferase reporter cells, uHTS; 360,000 compounds, 2% hits; inhibition, % at 10 µM; TWEAK-stimulated Fn14 reporter cells, luciferase luminescence, 8 h; AID 1159606, 2016; in the data active = inhibition above about 50%
HIF-2a block – HIF-2a reporter inhibitors, primary screen, luminescence, 786-0 RCC cells; 360,000 compounds, 0.72% hits; inhibition, % at 18.8 µM; 786-0 RCC cells HIF-2a reporter, luciferase luminescence, overnight;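 active = inhibition of the luminescence signal of 40% or more relative to plate controls, in a single-dose primary screen at 18.75 µM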
Shn3 inh set2 – reduction of Shn3 3'UTR firefly luciferase signal, primary screen, Schnurri-3 inhibitor project, cell-based, Clone20 osteoblasts, set 2. 360,000 compounds, 0.52% hits. inhibition, % at 12.5 µM. Clone20 osteoblast Shn3 3'UTR firefly luciferase, 24 h;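 active = mean inhibition of at least 75% with every replicate also reaching 75%; inconclusive = mean inhibition at least 75% but some replicate below; inactive = mean inhibition below 75%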;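 also: 0% = median of neutral control wells and 100% = pilot-screen positive control compound; some compounds past the cut are filed as inactive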
KKLEB tox – cytotoxicity in KKLEB CF airway cells, primary screen, cytotoxicity control for CF NF-kB inhibitor project, cell-based, uHTS, fluorescence assay plates; KKLEB CF airway cells viability, ATPlite luminescence, overnight; active compounds read low; cells stimulated with P. aeruginosa culture filtrate; activity change (cytotoxicity), % at 5 µM; 360,000 compounds, 0.36% hits; AID 602141, 2011;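 active = corrected activity change at or below -50% at 5 µM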
Peg3 promoter – Peg3 promoter-driven luciferase inhibitors, primary screen, cell-based, HeLa, luciferase luminescence; inhibition, % at 20 µM; HeLa PEG-Prom luciferase reporter, overnight; 360,000 compounds, 1.7% hits;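 active = inhibition of at least 50% at 20 µM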
NR2E3 ag-1 – inhibitors of NR2E3-RetCOR corepressor binding, primary screen, NR2E3 agonist project, biochemical, TR-FRET, GST-NR2E3, biotin-RetCOR | Photoreceptor-specific nuclear receptor (Homo sapiens), Q9Y5X4 | 1536-well | inhibition of corepressor binding, % at 4.78 µM | 320,000 compounds, 0.12% hits | AID 2300, 2010;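 active = percent inhibition above the cutoff of mean plus 3 SD of all tested compounds, set per screening campaign, cut at about 20% in these data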;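 also: 0% = DMSO wells and 100% = biotin wells as full block of FRET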
Target sequence (Q9Y5X4 whole entry, looked up): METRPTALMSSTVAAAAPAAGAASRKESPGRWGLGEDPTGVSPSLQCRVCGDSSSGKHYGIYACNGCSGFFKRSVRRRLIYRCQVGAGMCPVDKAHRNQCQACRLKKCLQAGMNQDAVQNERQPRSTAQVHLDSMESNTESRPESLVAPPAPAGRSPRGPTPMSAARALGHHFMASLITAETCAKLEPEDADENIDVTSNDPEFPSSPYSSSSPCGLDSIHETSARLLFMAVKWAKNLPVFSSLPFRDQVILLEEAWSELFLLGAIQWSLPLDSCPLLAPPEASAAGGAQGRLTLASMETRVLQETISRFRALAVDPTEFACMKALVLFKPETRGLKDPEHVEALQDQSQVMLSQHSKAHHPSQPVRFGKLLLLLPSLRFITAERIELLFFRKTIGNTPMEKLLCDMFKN
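Material: NR2E3–RetCOR corepressor complex | Quantity: 1.35 nM GST-tagged NR2E3 final | Schedule: 5 h at 4 °C | Replication: Singlicate compound wells | Reagent: RetCOR corepressor, biotinylated, 7 nM | Controls: Biotin wells as high control, 0.6% DMSO wells as low control | Signal: TR-FRET, Eu(K)-anti-GST donor, streptavidin-D2 acceptor, ex 340, em 617/671 nm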
CF NFkB inh – inhibitors of PAF-induced NF-kB signaling, primary screen, cell-based, GFP fluorescence, uHTS; KKLEB NF-kB-GFP reporter, GFP fluorescence overnight; inhibition, % at 5 µM; 360,000 compounds, 0.86% hits;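 active = at least 50% inhibition at 5 µM, scaled per plate between neutral and stimulator controls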;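 also: PAF is a Pseudomonas aeruginosa culture filtrate used as stimulus; plate controls were PAF-stimulated DMSO wells for no effect and unstimulated DMSO wells for full effect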
NR2E3 ag-2 – NR2E3 agonists in two-hybrid cells, primary screen, cell-based, luminescence, CHO-S, Gal4-NCOR/VP16-NR2E3. Photoreceptor-specific nuclear receptor (Homo sapiens), Q9Y5X4. luciferase. inhibition of corepressor binding, % at 3.98 µM. 360,000 compounds, 0.35% hits. AID 602229, 2012;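 active = inhibition above the mean of all tested compounds plus 3 SD, cut at about 70% in these data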;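 also: 0% = DMSO with NR2E3 transfected cells and 100% = cells lacking NR2E3 construct; higher means lower luciferase signal from less NR2E3 corepressor binding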
C8 TRAIL sens – viability loss with TRAIL in NB7+C8 cells, primary screen, TRAIL sensitizer project, cell-based, ATPlite luminescence. inhibition (viability loss, TRAIL sensitization), % at 10 µM. 360,000 compounds, 1% hits;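 active = compounds causing at least 50% loss of cell viability in the single-dose screen, relative to plate controls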
An asterisk follows results filed as active; u = inconclusive; x = not tested or not shown.

SMILES | TRPM1 prom inh | TROY signal inh | TWEAK-Fn14 inh | HIF-2a block | Shn3 inh set2 | KKLEB tox | Peg3 promoter | NR2E3 ag-1 | CF NFkB inh | NR2E3 ag-2 | C8 TRAIL sens
CCc1cccc2c(C(=O)CN3C(=O)NC(C)(c4cccc5ccccc45)C3=O)c[nH]c12 (stereo not given) | 1 | 33 | -2 | -3 | 3 | -8 | 60* | 1 | -10 | -11 | 18
Cc1ccccc1OCCC(=O)N1CCN(S(=O)(=O)c2ccc(Br)cc2)CC1 | 11 | -11 | -27 | -3 | 3 | 14 | 21 | x | -5 | 21 | 14
CSCC[C@H](NC(=O)OC(C)(C)C)C(=O)N1CCC(C(=O)N[C@@H](C)C(=O)O)CC1 | -7 | 10 | 5 | -3 | -27 | -8 | 13 | 2 | 7 | -22 | -16
COc1ccc(C2=NN(C(=O)CSc3nnnn3C)C(c3ccco3)C2)cc1 (stereo not given) | -4 | -5 | -22 | -22 | 10 | -7 | -3 | 3 | 10 | -5 | -21
Cc1ccc(CN(C)C(=O)COC(=O)CSc2cc(C)c3ccccc3n2)cc1 | 7 | -4 | -4 | 13 | 14 | -7 | 10 | 4 | 27 | -27 | -19
O=C(NC(=S)Nc1ccccc1N1CCOCC1)c1ccc(-c2ccccc2F)o1 | -7 | 33 | 13 | -22 | 8 | -8 | 30 | 4 | 6 | 5 | 15
COc1ccc(CCNc2nc(-c3cccnc3)nc3ccccc23)cc1OC | -12 | 5 | 28 | -17 | 8 | -28 | 49 | 4 | 58* | 23 | 11
CC(C)(C)c1ccc(Oc2ccc(NC(=O)c3ccco3)cn2)cc1 | 13 | 12 | 78* | 75* | 76 | -12 | 7 | -1 | 1 | 46 | 2
O=C(NC(Cc1ccccc1)C(=O)O)/C(=C\c1ccco1)NC(=O)c1ccccc1 (stereo not given) | 12 | 22 | -6 | 26 | -14 | 4 | -11 | -1 | -1 | -8 | -8
O=C(COC(=O)/C=C/c1ccc2c(c1)OCO2)NCc1ccc(F)cc1 | x | 31 | 12 | 8 | -9 | 6 | 8 | x | 6 | -17 | 3
Cn1ccnc1SCC(=O)N1CCN(S(=O)(=O)c2ccccc2)CC1 | -2 | 5 | -28 | 2 | 17 | -4 | 4 | 1 | -2 | 1 | -3
Cc1cc(C)c(C(N)=O)c(Nc2cccc3ccccc23)n1 | 26 | -8 | 16 | 8 | -15 | -8 | -4 | 5 | 50* | -11 | 1
COc1ccc(S(=O)(=O)NCCc2cc3ccc(C)c(C)c3[nH]c2=O)cc1 | -9 | 19 | 16 | 6 | 27 | 1 | 6 | 5 | -8 | 29 | 10
COc1ccc(CCC(=O)NCC23CC4CC(CC(C4)C2)C3)cc1 | 1 | -4 | -13 | 15 | 16 | -7 | 1 | 1 | 7 | -17 | 9
CCOC(=O)c1c(-c2ccc(OC)cc2)csc1NC(=O)CSc1ncnc2sccc12 | 21 | 23 | 38 | 11 | 77 | 8 | 4 | 1 | 6 | 1 | -2
C[C@H](CO)N1C[C@H](C)[C@@H](CN(C)Cc2ccncc2)Oc2c(NS(=O)(=O)c3ccc(Cl)cc3)cccc2C1=O | -17 | -11 | 8 | 11 | -2 | 16 | 14 | x | 4 | -25 | 12
Cc1csc(NC(=O)c2ccc(C)c(S(=O)(=O)N3CCCCC3)c2)n1 | 13 | 3 | -4 | 15 | 8 | -2 | 15 | 3 | -18 | 1 | 20
Clc1ccc(-c2nnc(-c3cccc4ccccc34)o2)cc1Cl | x | -39 | -23 | -120 | x | 8 | -81 | 0 | -11 | -26 | -1
CCC(=O)OC1(C)C(=O)C=C2C=C(C3CC3)OC=C2C1=O (stereo not given) | 11 | -9 | 19 | 9 | 4 | -20 | -7 | 2 | 26 | 2 | -4
CSc1nnc2c3cc(C)ccc3n(Cc3ccccc3)c2n1 | 0 | -3 | -29 | 13 | -9 | -22 | 32 | 1 | 15 | -15 | 1
Cc1ccc(C(=O)NC(NCc2ccccc2)C(Cl)(Cl)Cl)cc1 (stereo not given) | -2 | 14 | 0 | 14 | 9 | 12 | 0 | 5 | 7 | -24 | 5
Cc1ccccc1C1N(c2nccs2)C(=O)C2CCCN21 (stereo not given) | -5 | -6 | -3 | 24 | -2 | -5 | 10 | -6 | 4 | -7 | -6
N#C/C(C(=S)Nc1ccccc1)=C1/NN=C(N2CCOCC2)N1c1ccccc1 | 5 | 3 | 6 | -21 | 2 | 4 | 8 | -1 | -8 | -19 | 11
Cc1ccc(C2CC(c3ccccc3)=NN2C(=O)CSc2nnc(-c3ccc(Cl)cc3)o2)o1 (stereo not given) | 10 | -2 | -10 | 10 | -5 | 1 | 9 | 3 | 22 | 9 | -12
Cc1ccc(NC(=O)N/C=C/c2ccco2)cc1 | 3 | 0 | -9 | -1 | 2 | 6 | 3 | 2 | 10 | 0 | 1
CN(CC(=O)Nc1ccc(F)c(F)c1F)C(=O)CN1C(=O)C2CCCCC2C1=O (stereo not given) | -9 | -12 | 10 | 14 | 19 | 3 | 6 | 1 | -5 | 12 | -9
O=C(Cc1ccc(NS(=O)(=O)c2cccc(C(F)(F)F)c2)cc1)NCCN1CCOCC1 | 7 | -15 | 10 | 14 | 5 | -9 | 6 | 1 | -1 | 11 | 4
CC(=O)NN1C(=O)/C(=C\c2ccccc2)SC1=S | 6 | -39 | 1 | 26 | 1 | 5 | 7 | 2 | 2 | -8 | 6
CCCCCCc1ccc(OCC(=O)OC)cc1OCC(=O)OC | 11 | 0 | 16 | -8 | 1 | 6 | 5 | 0 | 4 | 8 | -16
CN1/C(=C\C(=O)COC(=O)c2ccc([N+](=O)[O-])o2)C(C)(C)c2ccccc21 | 2 | -8 | 17 | 13 | -10 | 2 | 12 | -1 | -2 | -7 | -13
N#CC1=C(N)Oc2n[nH]c(-c3cccs3)c2C1c1cccs1 (stereo not given) | 6 | -5 | -2 | 16 | 6 | -4 | 14 | 1 | -29 | -17 | -6
Nc1nc(Nc2ccccc2F)sc1C(=O)c1ccccc1 | -93 | -11 | 24 | -248 | -58 | -5 | -333 | 3 | 50 | -105 | 12
Cn1c(CCCOc2ccc(Cl)cc2Cl)nnc1SCC(=O)Nc1cccc(F)c1 | -14 | -47 | 20 | -136 | -30 | -25 | -44 | 2 | -9 | 6 | 9
O=C(CN1CCN(c2ccc(O)cc2)CC1)Nc1ccc2c(c1)OCCO2 | 2 | -1 | -1 | 3 | 19 | 3 | 5 | 0 | 8 | -18 | -13
CC1=NN(c2ccccc2)C(=O)C1c1ccccc1 (stereo not given) | 13 | -7 | -14 | 7 | -5 | 14 | -4 | -2 | -11 | 2 | 21
c1ccc(-c2nc3ccccn3c2NC2CCCC2)nc1 | -10 | -5 | 27 | -33 | 27 | -5 | -10 | -2 | 3 | 60 | 5
Cn1nc(C(=O)NCc2ccc(F)cc2)cc1C(=O)NCc1ccc(F)cc1 | 1 | 13 | -26 | -3 | 35 | 8 | 31 | x | -15 | 14 | -15
CCc1ccc(/C(C)=N/NC(=O)c2ccccn2)cc1 | -4 | -5 | -7 | -11 | 4 | 30 | -31 | 0 | -20 | -20 | 0
CCOc1ccc(C(=O)Nc2ccc(N3CCN(C)CC3)cc2)cc1Br | -61 | -28 | -13 | -97 | 11 | 1 | -48 | 4 | 14 | -24 | 13
COCCNC(=O)C1CC(=O)N(CCc2ccccc2)C1 (stereo not given) | 4 | 3 | -4 | 23 | -22 | 5 | 9 | 0 | -10 | -6 | -26
Cc1ccc(N(Cc2cc(=O)[nH]c3ccccc23)C(=O)CCl)c(C)c1 | u | -4 | 63* | 19 | -4 | -15 | 71* | 0 | 42 | 18 | 52*
CSc1ccc(COC(=O)c2cc([N+](=O)[O-])ccc2N2CCOCC2)cc1 | 67* | 13 | 17 | 39 | 36 | -24 | -10 | -1 | 35 | 61 | 2
COc1ccc(NC(=O)CSCC(=O)N2CCN(c3cccc(C(F)(F)F)c3)CC2)cc1 | -1 | -5 | 6 | -6 | 3 | -5 | 16 | 0 | -6 | -14 | 6
Cc1ccccc1C(=O)c1cccn1CC(=O)NC(C)CCc1ccccc1 (stereo not given) | 5 | 15 | 1 | 2 | -19 | 30 | 5 | -1 | -24 | -21 | -21
O=C(c1ccc(CS(=O)Cc2ccccc2Cl)o1)N1CCN(c2cccc(Cl)c2)CC1 (stereo not given) | 1 | 8 | 14 | 22 | 17 | 16 | 37 | -3 | -29 | -12 | 7
O=C1OC(CO)CN1Cc1ccccc1 (stereo not given) | -2 | 4 | -13 | 22 | -1 | -14 | 21 | 1 | -6 | -17 | -10
CCOC(=O)c1ccc(N/C=C/C(=O)c2ccccc2)cc1 | -70 | -55 | 6 | -164 | -81 | 0 | -287 | 6 | -15 | -135 | 30
CC(C)(C)NCCCCOc1ccccc1F | -2 | -9 | 3 | 4 | -8 | 7 | 4 | -2 | -6 | 3 | 2
O=C(CN1CCSCC1)N/N=C/c1ccc(F)cc1F | -4 | 5 | 1 | -14 | -24 | 7 | -10 | 4 | 10 | -7 | 13
O=C(Nc1ccc(N2CCOCC2)c(Cl)c1)c1ccccc1Cl | -68 | -53 | -36 | -216 | -42 | -6 | -163 | 1 | -19 | -63 | -3
C=CCn1c(=O)c(C(=O)NCc2ccc(Cl)cc2)c(O)c2ccccc21 | 1 | 20 | 33 | 16 | -11 | 2 | 15 | x | -6 | -8 | -5

3 compounds out of the list, arranged by SMILES length, lowest first:
SMILES | TRPM1 prom inh | TROY signal inh | TWEAK-Fn14 inh | HIF-2a block | Shn3 inh set2 | KKLEB tox | Peg3 promoter | NR2E3 ag-1 | CF NFkB inh | NR2E3 ag-2 | C8 TRAIL sens
O=C(Nc1ccc(N2CCOCC2)c(Cl)c1)c1ccccc1Cl | -68 | -53 | -36 | -216 | -42 | -6 | -163 | 1 | -19 | -63 | -3
C=CCn1c(=O)c(C(=O)NCc2ccc(Cl)cc2)c(O)c2ccccc21 | 1 | 20 | 33 | 16 | -11 | 2 | 15 | x | -6 | -8 | -5
O=C(c1ccc(CS(=O)Cc2ccccc2Cl)o1)N1CCN(c2cccc(Cl)c2)CC1 (stereo not given) | 1 | 8 | 14 | 22 | 17 | 16 | 37 | -3 | -29 | -12 | 7

Only part of the results is shown; rates above refer to the full screens.
